ADAM10 inh: inhibitors of human ADAM10. 370,000 tested, 0.62% active. recombinant ADAM10, EDANS/DABCYL FRET peptide cleavage, 3 h. O14672. inhibition, % at 7 µM. AID 720582;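 active means inhibition above a per-campaign cutoff equal to the mean of compounds falling between control-based bounds plus 3 SD, cut at about 20% in these data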;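 further: 0% = DMSO wells while the 100% control is not disclosed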
Target sequence (O14672 214-748 limits assumed): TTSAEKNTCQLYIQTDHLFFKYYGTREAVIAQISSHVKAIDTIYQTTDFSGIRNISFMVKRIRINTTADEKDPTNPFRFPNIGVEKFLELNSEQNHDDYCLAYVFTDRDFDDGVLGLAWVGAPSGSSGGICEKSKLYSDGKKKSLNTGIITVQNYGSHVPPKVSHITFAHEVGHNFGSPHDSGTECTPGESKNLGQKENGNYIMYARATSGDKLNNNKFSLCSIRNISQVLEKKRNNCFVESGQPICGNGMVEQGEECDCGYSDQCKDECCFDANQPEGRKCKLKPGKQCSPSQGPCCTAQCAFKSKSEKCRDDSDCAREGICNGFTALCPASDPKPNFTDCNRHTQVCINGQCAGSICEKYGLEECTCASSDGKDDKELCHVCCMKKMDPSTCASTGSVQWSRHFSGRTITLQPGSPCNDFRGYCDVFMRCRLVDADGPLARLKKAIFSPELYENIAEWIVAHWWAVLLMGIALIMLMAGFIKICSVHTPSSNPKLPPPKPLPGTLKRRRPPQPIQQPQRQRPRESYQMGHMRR
sPLA2-III inh: Inhibits HGIII-sPLA2 liposome hydrolysis, primary screen; QFRET BODIPY PC-A2 liposome hydrolysis, fluorescence; inhibition, % at 12.2 µM; 370,000 tested, 0.56% active; AID 743126;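 active means inhibition above mean plus 3 SD of compounds lying within the high and low control bounds, cut at about 19% in these data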;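 further: 0% = median of test compound wells and 100% = no enzyme DMSO wells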
Target sequence (Q9NZ20 whole entry, looked up): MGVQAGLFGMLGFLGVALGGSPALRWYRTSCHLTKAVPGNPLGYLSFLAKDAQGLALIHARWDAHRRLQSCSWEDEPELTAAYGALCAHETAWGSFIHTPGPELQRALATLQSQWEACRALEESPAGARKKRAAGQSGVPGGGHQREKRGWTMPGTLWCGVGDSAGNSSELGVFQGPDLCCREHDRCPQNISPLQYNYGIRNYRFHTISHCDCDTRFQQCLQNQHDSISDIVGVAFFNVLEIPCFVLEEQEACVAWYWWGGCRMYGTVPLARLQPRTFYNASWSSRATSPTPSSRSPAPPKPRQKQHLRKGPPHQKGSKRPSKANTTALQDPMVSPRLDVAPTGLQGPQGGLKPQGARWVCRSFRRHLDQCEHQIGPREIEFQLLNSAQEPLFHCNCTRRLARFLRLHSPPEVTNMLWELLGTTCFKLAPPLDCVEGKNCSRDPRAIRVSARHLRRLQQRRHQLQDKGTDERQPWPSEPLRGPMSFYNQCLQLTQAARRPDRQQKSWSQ
PLC-beta3 inh: PLC-beta3 (human) inhibition, primary screen; inhibition, % at 12.2 µM; Purified PLC-beta3, fluorogenic substrate, fluorescence; 370,000 tested, 0.18% active; in the data active means inhibition above about 11%;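 further: 0% = median of compound wells on plate and 100% = full blocker control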
DAX1 inh-1: inhibitors of DAX1 repression of SF-1 activated StAR promoter | HEK293T StAR-luciferase reporter, SF-1/DAX-1 repression relief | inhibition, % at 6.8 µM | 370,000 tested, 1.1% active | AID 652010;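 active means inhibition above the mean over all tested compounds plus 3 SD, cut at about 3.6% in these data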;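 further: 0% = DAX-1 cells with DMSO and 100% = cells lacking DAX-1 with DMSO; higher inhibition means more luminescence from relief of DAX-1 repression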
ADAM17 inh: inhibitors of human ADAM17; P78536; recombinant ADAM17, EDANS/DABCYL FRET peptide cleavage; inhibition, % at 6.95 µM; 370,000 tested, 0.83% active;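 active means inhibition above the mean of compounds lying between control limits plus 3 SD, set per campaign, cut at about 8.5% in these data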;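 further: 0% = DMSO-only wells as the low control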
ssDAF12 agonist: activators of S. stercoralis DAF-12 nuclear receptor | HEK293 ssDAF-12/GRIP1 lit1-tk-luc reporter, luminescence; % of 3 µM dafachronic acid response | activation, % at 6.8 µM | 370,000 tested, 1% active;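 active means activation above the mean over all tested compounds plus 3 SD, cut at about 0.9% in these data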;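 further: 0% = DMSO-only wells and 100% = 3 µM delta7-dafachronic acid wells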
hgDAF12 agonist: hgDAF-12 agonism, primary luciferase screen; HEK293 GAL4-hgDAF12 UAS-luciferase reporter, agonist luminescence; normalized to butyrate control; activation, % at 6.8 µM; 370,000 tested, 1.8% active; AID 687014;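 active means activation above a cutoff set at the mean of all screened compounds plus 3 SD, cut at about 10% in these data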;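 further: 0% = DMSO wells and 100% = sodium butyrate wells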
PLCg1 inh: PLC-gamma1 (human) inhibition, primary screen. P19174. purified PLC-gamma1, fluorogenic substrate, fluorescence. inhibition, % at 12.2 µM. 370,000 tested, 0.84% active; in the data active means inhibition above about 9.5%
DAX1 inh-2: inhibits human nuclear receptor DAX1; P51843; HEK293 Gal4-DAX1 luciferase reporter, luminescence; inhibition, % at 6.75 µM; 340,000 tested, 0.99% active; AID 504766;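 active means inhibition above the mean over all tested compounds plus 3 SD, cut at about 4.2% in these data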;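 further: 0% = DAX1-transfected cells with DMSO and 100% = empty-vector control cells with DMSO; inhibition shows as a rise in luminescence from relieved DAX1 repression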
GAA850 FXN act: activators of GAA850 frataxin (FXN) promoter. activation, % at 6 µM. AID 540364. HEK293 lucGAA850 FXN promoter luciferase reporter, 24 h; percent of 10 µM SAHA response. 360,000 tested, 0.56% active;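 active means activation above the average of all compounds screened plus 3 SD, cutoff fixed separately per campaign, cut at about 7.5% in these data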;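 further: 0% = DMSO wells and 100% = 10 µM SAHA wells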
hcDAF12 agonist: activates DAF-12 receptor from parasite H. contortus | HEK293 hcDAF-12 lit1-tk-luc reporter, luminescence; 0% DMSO, 100% Δ7-dafachronic acid | activation, % at 6.8 µM | 370,000 tested, 1.4% active;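 active means activation above the mean of all tested compounds plus 3 SD, cut at about 5.5% in these data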;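 further: 100% = response to 3 µM Δ7-dafachronic acid high control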
Numbers without * were called inactive; . = no result given.

SMILES	ADAM10 inh	sPLA2-III inh	PLC-beta3 inh	DAX1 inh-1	ADAM17 inh	ssDAF12 agonist	hgDAF12 agonist	PLCg1 inh	DAX1 inh-2	GAA850 FXN act	hcDAF12 agonist
O=C(/C=C/c1ccc2c(c1)OCO2)Nc1nc2ccc(F)cc2s1	-1	-2	-11	1.6	-2	0.5	7.2	-2	4.8*	4.7	3.1
CC(C)CCNC(=O)C1CCN(S(=O)(=O)c2ccc3c(c2)CCC(=O)N3)CC1	-6	-5	1	-0.5	-1	-1.2	3.2	-1	1.1	-2.6	-0.9
OCCC1CN(Cc2cccc3nccnc23)CCN1Cc1ccc(F)cc1 (centres undefined)	-8	3	-9	0.1	-11	-0.2	-0.5	-2	-0.1	0.2	2.6
CC(=O)N1CCN(C(=O)CN2C(=O)CC(C)(C)S(=O)(=O)c3ccccc32)CC1	-13	15	1	1.3	-2	-0.2	-1.6	6	.	.	-0.4
COc1ccc(/C=N/NC(=O)C(=O)/C=C2\NC3(CCCC3)Cc3ccccc32)cc1	10	13	-9	-0.8	11*	-1.8	-3.8	-4	-1.2	2.9	-4.4
O=C(NCC1CC1)C1Cc2c(-c3cccc(F)c3)ccnc2O1 (centres undefined)	-5	6	3	1.3	-4	-1.1	0.5	-3	.	-1.5	-1.8
Cc1ccc2cc3cc(C(=O)NC4CCCCC4)oc3nc2c1	-281	4	-50	5.5*	-77	-0.9	1.1	-34	0.0	1.3	-0.9
Fc1ccc(NC(=S)NCCc2ccccc2)c(F)c1F	4	2	-3	-2.0	-2	-1.7	-4.1	0	0.0	-0.6	-2.7
CC(C)c1ccc(NC2CCCN(C(=O)c3cccnc3)C2)cc1 (centres undefined)	1	-1	-6	-0.4	-1	-0.8	-2.8	-4	-0.1	2.2	2.3
N#CCC(CNc1ncc(C(F)(F)F)cc1Cl)OC(=O)c1ccc(Cl)cc1Cl (centres undefined)	10	-5	-1	-1.1	9.6*	-1.8	-5.1	-3	-1.4	-2.3	-1.6
CC(C)COc1nc2c(c(=O)n(C)c(=O)n2C)n1C	4	10	-2	0.0	0	-1.3	3.7	3	0.9	2.8	-0.1
CC(C)NC(=O)Cn1c(SCC(=O)N2c3ccccc3CC2C)nc2ccccc21 (centres undefined)	-6	-1	0	0.0	-3	-1.8	-2.2	0	1.9	-2.3	-0.5
Cc1ccc(OCc2nnnn2-c2ccccc2)cc1	-5	15	-4	-0.9	-1	-1.7	1.6	0	-1.6	0.5	-1.3
O=C1CN2C(=Nc3ccc(Br)cc3C2c2ccccc2)CCN1 (centres undefined)	-8	-7	4	-0.2	-1	-1.3	0.7	3	-0.6	3.1	-3.3
CC(=O)N/C(=C/C(C)C)c1ccccc1	8	9	3	0.1	3	-1.2	2.0	2	1.2	0.9	-0.5
COc1ccc(CN(CC(=O)NCc2ccco2)C(=O)CCC(=O)Nc2ccccn2)cc1	7	-1	-1	-0.3	-3	-1.1	2.7	1	-1.2	-1.4	-1.4
CC1(C(=O)N/N=C/c2ccccc2)CC1(Cl)Cl (centres undefined)	0	1	-7	-0.6	-6	-1.6	4.6	-1	-0.4	1.0	0.1
CN(C)C(CNC1CC(C)(C)NC(C)(C)C1)c1cccc(F)c1 (centres undefined)	-19	-1	-6	-0.1	0	-1.4	2.3	3	1.8	-0.9	-2.0
CCc1ccc(-c2nc(SCC(=O)N(CCOC)c3c(N)n(Cc4ccccc4)c(=O)[nH]c3=O)n[nH]2)cc1	-14	-8	-10	0.8	-7	-1.2	0.6	6	-0.4	-0.1	-0.6
COc1ccc(CN2C(=O)CCC2(C)c2nnnn2-c2ccc3c(c2)OCCO3)cc1OC (centres undefined)	-2	3	2	-0.7	-2	-0.5	0.9	1	.	.	-1.7
CCC(=O)N1CCC1(C)C(=O)Nc1ccccc1 (centres undefined)	2	-2	4	-0.2	0	-1.7	5.3	3	.	1.0	-0.4
C#Cc1ccc(C(=O)NCc2ccc(N3CCCC3=O)cc2)cc1	1	9	-3	-0.6	2	-0.8	-4.1	6	1.0	1.8	0.8
Cc1ccc(S(=O)(=O)N(C)C)cc1NC(=O)/C=C/c1cccs1	0	5	3	-0.7	3	-1.1	-0.4	4	-1.3	-0.2	-0.6
Cn1c(SCC(=O)N2CCCC2)nnc1-c1ccc2c(c1)OCO2	-9	1	-4	-0.1	-1	-0.6	3.5	0	0.5	1.4	1.8
COC(=O)c1ccc(-n2cnc3ccccc32)nc1	3	3	0	1.8	-2	-0.8	5.9	0	1.3	6.7	1.7
Fc1ccccc1COc1ccc(/C=N/n2cnnc2)cc1	1	-4	2	0.2	3	-1.2	4.7	-1	-2.1	0.2	-0.3
O=C(Nc1ccc2c(c1)OCCO2)c1ccccn1	-10	3	-9	4.4*	-4	-0.4	5.8	-2	-5.4	-2.4	2.9
CCOC(=O)C1CCCN(c2oc(-c3ccc(F)cc3)nc2C#N)C1 (centres undefined)	-215	0	-14	-0.4	-65	-1.2	3.5	-8	-0.3	0.2	0.7
CCN1C(=O)NC(c2cc(Br)ccc2OC)C(C(=O)OC)=C1C (centres undefined)	-3	-1	-2	-0.8	-6	-1.1	-0.3	-2	0.9	-1.1	-2.5
O=C(CSc1n[nH]c(=O)n1-c1cccnc1)Nc1ccccc1Cl	-11	12	-9	-0.9	-3	-1.0	-0.9	1	-0.3	0.7	-1.2
Cc1occc1-c1nnc(SCc2cc(=O)n3cc(Br)ccc3n2)n1C	-43	-4	-19	-0.2	-12	-0.9	1.7	-14	.	.	-1.4
COc1cc(CN(C2CCCCC2C)S(=O)(=O)c2ccc(S(=O)(=O)NC3CC3)cc2)cc(OC)c1OC (centres undefined)	11	-28	1	0.1	3	-1.4	-3.3	2	-1.3	0.2	-1.9
O=C(CN1C(=O)NC2(CCc3ccccc32)C1=O)Nc1ccc(Br)cc1F (centres undefined)	-3	5	-12	-0.4	1	-0.4	-4.0	0	0.2	0.6	-0.5
O=C(c1ccc(Cl)cc1)C(CN1CCCCC1)c1ccccc1 (centres undefined)	-6	1	-9	-1.5	-5	-1.5	1.1	-4	0.5	2.2	-3.6
COc1cc2c(cc1NC(=O)Nc1ccccc1)oc1ccccc12	-56	-16	-4	-0.1	-15	-1.2	2.7	2	-0.6	0.8	3.2
CCn1c2ccccc2c2cc(NC(=O)c3cc4c(C)nn(-c5ccccc5)c4s3)ccc21	-13	3	-52	-0.7	-3	-0.7	1.5	-43	.	.	0.8
O=C(O)C1C2C=CC(O2)C1C(=O)Nc1ccccn1 (centres undefined)	-183	0	-26	0.5	-48	-1.1	1.0	-19	-1.1	-0.6	3.4
Cc1onc(-c2ccccc2)c1C(=O)OCC(=O)NC(C)c1ccc(Cl)cc1 (centres undefined)	12	-13	-4	0.8	1	-1.4	1.3	3	0.7	0.3	-0.5
NC1=NC(=Nc2cccc(S(N)(=O)=O)c2)c2ccccc21	3	-3	-4	0.1	0	-1.5	2.4	2	0.1	0.6	-0.6
Cc1[nH]nc(-c2ccc(O)c(C)c2O)c1-c1cnn(-c2ccccc2)c1	12	-26	-8	-0.9	4	-1.9	-0.9	-5	-0.7	0.3	-0.6
CCOc1ccc(S(=O)(=O)N2CCCC2)cc1	-3	-2	3	0.1	-2	-1.4	-2.4	0	-0.5	0.8	-0.9
CC(CNC(=O)CN1C(=O)NC2(CCCCC2)C1=O)c1ccccc1 (centres undefined)	-4	1	-3	-1.3	-4	-1.1	0.5	3	-0.3	1.7	-1.4
COc1ccc(NC(=O)CN(C)C(=O)C(C)Oc2ccc(Br)cc2)cc1 (centres undefined)	-1	-5	-4	1.2	-4	-1.0	0.5	4	-0.1	0.5	2.8
Cc1ccc(C(=O)N2CC(C)SC2=Nc2cccc(S(=O)(=O)N(C)C)c2)cc1 (centres undefined)	0	1	0	-0.4	-4	-1.1	-0.1	0	2.5	3.9	-0.1
O=C(Nc1nc2ncccn2c1-c1ccc(C(F)(F)F)cc1)c1ccc(F)cc1	-176	1	-209	-0.6	-54	-0.7	0.3	-155	.	.	-0.9
CCC(CO)Oc1cc(NC(=O)Cc2ccccc2F)c2ncn(C(C)C)c2c1 (centres undefined)	3	0	-3	-0.6	-4	-1.6	-0.6	1	0.1	-0.6	-0.7
CCN1C(=O)c2ccc(C(=O)NCc3ccco3)cc2C1=O	7	2	-1	0.8	-4	-0.9	0.7	6	0.9	-1.2	2.3
COc1ccc(OCCC(=O)NC2CCCCC2)cc1	3	5	1	0.6	-5	-1.2	-0.1	1	-1.0	2.7	0.3
O=[N+]([O-])c1ccc(CN2CCN(c3ccc([N+](=O)[O-])cc3)CC2)cc1	19	-3	1	-2.2	-1	-1.8	-5.1	9	-3.1	-1.2	-4.4
COc1cccc(C2/C(=C(/O)c3ccccc3)C(=O)C(=O)N2CCCC(=O)O)c1 (centres undefined)	4	-2	4	0.5	-1	-0.5	1.4	3	0.3	0.7	-1.3
COc1cc(Br)cc(CN2CCN(c3ncccn3)CC2)c1O	-7	-10	-4	0.0	-1	-1.2	-3.2	0	-0.6	0.7	-2.0
CC(O)c1nc2ccccc2n1Cc1ccc([N+](=O)[O-])cc1 (centres undefined)	-9	2	2	0.3	0	-1.0	-0.2	0	-1.4	3.2	-1.8
COc1ccc(CCNC(=O)CN2C(=O)COc3ccc(S(=O)(=O)N4CCCC4)cc32)c(OC)c1	2	-4	0	2.2	2	-2.2	2.1	3	-0.1	0.0	-1.2
Cc1ccc(Nc2c(-c3ccccn3)nc3ccc(C)cn23)cc1	-6	11	-26	-0.5	-7	-1.5	-6.2	-12	1.2	-1.2	-3.8
CN(C)[C@@H]1C(=O)C(C(N)=O)=C(O)[C@@]2(O)C(=O)C3=C(O)c4c(O)ccc(Cl)c4[C@@H](O)[C@H]3C[C@@H]12	7	-9	-238	-1.9	-1	-0.6	-2.9	-191	0.5	14*	-0.4
CS(=O)(=O)Nc1ccc(C(=O)NCc2cccnc2)cc1	-6	1	-1	0.0	2	-1.6	0.0	-2	-0.3	1.7	-1.1
CCC(=O)c1ccc(OCC(=O)NCCCN2CCOCC2)cc1	1	-4	-5	0.9	-1	-1.0	-1.7	0	1.3	2.3	-1.1
Cc1ccc(S(=O)(=O)N2CCOC2CNC(=O)C(=O)NCCc2c[nH]c3ccccc23)cc1 (centres undefined)	5	-83	0	-1.7	2	-2.1	-6.7	-2	-0.9	1.2	1.0

An excerpt from above with just hcDAF12 agonist.
| SMILES | hcDAF12 agonist |
| --- | --- |
| Cc1ccc(Nc2c(-c3ccccn3)nc3ccc(C)cn23)cc1 | -3.8 |
| COc1cccc(C2/C(=C(/O)c3ccccc3)C(=O)C(=O)N2CCCC(=O)O)c1 (centres undefined) | -1.3 |

Compound activity (PubChem BioAssay)
